PhoP inhibition: PhoP-dependent GFP reporter repression – Salmonella Typhimurium, primary screen (AID 1863). hit rate 0.16% among 300,000. inhibition, % at 50 µM; hits with a dose series show IC50 in µM. S. Typhimurium PhoP-regulated promoter GFP reporter, 4 h; higher % means a stronger effect;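 active = inhibition over 29.93%, a cutoff 3 SD above the screen mean, later confirmed by dose response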;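 also: 0% = low Mg2+ inducing control and 100% = high Mg2+ repressing control; strong numbers were not always called active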
T cell HTS: T cell immune modulators affecting CD8 T cell-vesicle binding; 2C CD8+ T cell-vesicle binding, flow cytometry; hits give low values; calls only at 7 µM; hit rate 0.068% among 330,000;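 active = response, share of CD8 T cells binding vesicles, and their 90th percentile fluorescence all below set limits, cut at about 80% in these data, passing the limit was not always enough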
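Test system: purified 2C TCR transgenic mouse naive CD8+ T cells. Probe or stimulus: QL9-peptide-loaded Drosophila micro-vesicles bearing Ld, ICAM-1 and B7-1. Incubation: binding step 1.5 h, 37 °C, antibody labelling 20 min, ice. Measured by: flow cytometry of vesicle-bound cells.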
T cell HTS vesicle-bound %: recorded beside T cell HTS, whose call it bears; double positive events, %; measured here: CD8+ vesicle-bound cell fraction;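 binding gate set so that unloaded-vesicle control wells show 10% double positive cells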
Active calls of the source: *; i = inactive; . = no result given.

#	PhoP inhibition	T cell HTS	T cell HTS vesicle-bound %	smiles
1	-2.8%	i	41.7	CN(C(=O)c1ccco1)c1nc(-c2ccccc2)cs1
2	9.8%	i	28.6	Cc1ccc(C(=O)CCC(=O)OCC(=O)Nc2c(C)nn(-c3ccccc3)c2C)cc1
3	-2.5%	i	17.1	C=CCn1c(O)c(N=Nc2ccccc2)c2ccccc21
4	-8.2%	i	56.0	CC(OC(=O)C1CCN(c2ccc(C(F)(F)F)cn2)CC1)C(=O)c1ccccc1 (stereo not drawn)
5	1.8%	i	60.0	O=C(Nc1ccccc1F)C1COc2ccccc2O1 (stereo not drawn)
6	-0.8%	i	17.5	CC(C)C(=O)NCCc1nc(-c2ccc(Cl)cc2)no1
7	0.8%	i	39.5	O=C(COC(=O)c1ccccc1SCC(=O)N1CCCC1)Nc1ccccc1OC(F)F
8	5.7%	i	38.0	O=C(COC(=O)C1CCC1)c1c[nH]c2ccccc12
9	-8.7%	i	17.3	CN(CC(=O)Nc1ccccc1C(F)(F)F)C(=O)C1=COCCO1
10	7.4%	i	53.0	CCOc1ccc(N2CC(NS(=O)(=O)c3cccnc3)CC2=O)cc1 (stereo not drawn)
11	2.6%	i	52.1	Cc1ccc(C)c(NC(=O)CN(C)C(=O)c2ccccc2OCc2ccccc2Cl)c1
12	-7.9%	i	56.8	CSCC[C@H](NS(=O)(=O)c1ccc(C)cc1)C(=O)N1CCC(C(=O)N[C@H](C(=O)O)c2ccccc2)CC1
13	-6.5%	i	38.8	CN(C(=O)c1cnccn1)c1c(N)n(Cc2ccccc2)c(=O)[nH]c1=O
14	2.6%	i	31.9	CCOC(=O)C1=C(COC(=O)/C=C/c2cccc(Cl)c2)NC(=O)NC1C (stereo not drawn)
15	-7.9%	i	56.6	O=C(CSc1nc(=O)n2ccccc2n1)NCc1ccccc1Cl
16	-3.4%	i	44.6	CC1(NC(=O)Cc2ccc(S(=O)(=O)N3CCOCC3)s2)CCS(=O)(=O)C1 (stereo not drawn)
17	0.4%	i	51.7	Nc1nnc(SCC(=O)Nc2ccc(N3CCOCC3)cc2)s1
18	0.7%	i	49.7	COc1ccc(CCNC(=O)CSC2=NS(=O)(=O)c3ccccc3N2)cc1OC
19	10.7%	i	51.8	COc1ccccc1N(Cc1ccccc1)S(=O)(=O)c1cccc(C(=O)Nc2ncccc2C)c1
20	-1.0%	i	34.9	O=c1[nH]cc(S(=O)(=O)N2CCOCC2)c(=O)[nH]1

Fetched by structure from the list above, 4 records:
#	PhoP inhibition	T cell HTS	T cell HTS vesicle-bound %	smiles
6	-0.8%	i	17.5	CC(C)C(=O)NCCc1nc(-c2ccc(Cl)cc2)no1
5	1.8%	i	60.0	O=C(Nc1ccccc1F)C1COc2ccccc2O1 (stereo not drawn)
20	-1.0%	i	34.9	O=c1[nH]cc(S(=O)(=O)N2CCOCC2)c(=O)[nH]1
8	5.7%	i	38.0	O=C(COC(=O)C1CCC1)c1c[nH]c2ccccc12

(more compounds)
#	PhoP inhibition	T cell HTS	T cell HTS vesicle-bound %	smiles
21	-1.4%	i	14.4	CC(=O)c1cccc(-c2ccc3c(=O)[nH]c(Nc4ccccc4)cc3c2)c1
22	1.2%	i	49.6	O=C(COc1ccccc1)NCC(c1ccco1)N1CCN(c2ccccc2)CC1 (stereo not drawn)
23	-7.6%	i	10.6	O=C1CCCN1CCC(=O)N1CCCC(Nc2ccc(F)c(F)c2)C1 (stereo not drawn)
24	-3.4%	i	32.1	N#CC1(NC(=O)COC(=O)c2nc(Cl)c(Cl)c(N)c2Cl)CCCCC1
25	-2.2%	i	10.6	CC(C)(C)OC(=O)CNC(=O)c1nc[nH]c1C(=O)N1CCNCC1
26	-4.0%	i	14.5	COc1cc(OC)cc(C(=O)Nc2cccc(NC(=O)c3ccccc3)c2)c1
27	2.1%	i	24.4	CN(C(=O)COC(=O)CN1C(=O)c2ccccc2C1=O)c1c(N)n(Cc2ccccc2)c(=O)[nH]c1=O
28	-12.3%	i	20.9	CCOC(=O)[C@@H]1[C@H]2COc3cc(OC)ccc3[C@H]2N2C(=O)N(c3cccc(Cl)c3)C(=O)[C@]12C
29	0.0%	i	46.5	COC(c1ccc(Cl)cc1)(c1ccc(Cl)cc1)C(Oc1nc(C)cc(C)n1)C(=O)O (stereo not drawn)
30	11.7%	i	55.1	COc1ccc(-c2ccc(NC(=O)c3ccc(Br)o3)cc2)nn1
31	11.1%	i	28.2	CCC(C)NC(=O)[C@H]1N2C(=O)c3ccccc3C2SC1(C)C (stereo partly drawn)
32	9.3%	i	44.7	COc1cccc(N(CC(=O)NC2CCCCC2)C(=O)CCC(=O)Nc2nccs2)c1
33	2.1%	i	6.5	CCOCC(=O)Nc1ccc(S(=O)(=O)N2CCC(c3nc4ccccc4[nH]3)CC2)cc1
34	-6.8%	i	15.0	O=C1CCNCCN1[C@H](CO)c1ccccc1
35	8.1%	i	51.0	CC1CCCN(S(=O)(=O)CCNC(=O)c2ccccc2)C1 (stereo not drawn)
36	4.0%	i	35.2	COc1ccc(CNC(=O)C[C@H]2C(=O)N(Cc3ccccc3)C[C@@H]2Cc2ccccc2)cc1
37	-5.4%	i	33.8	CCN1CCN(c2ccc(S(=O)(=O)N3CCCCC3)cc2NC(=O)CC(NC(C)=O)c2ccccc2)CC1 (stereo not drawn)
38	-3.9%	i	21.8	O=C(NCCCN1CCCC1=O)C(=O)Nc1cccc(F)c1
39	-8.8%	i	42.2	O=C(O)c1ccc(Cl)c(S(=O)(=O)NC(Cc2c[nH]c3ccccc23)C(=O)O)c1 (stereo not drawn)
40	4.3%	i	42.0	CCN(CC(=O)Nc1ccc(NC(C)=O)cc1)C(=O)c1ccc(NC2CC2)c([N+](=O)[O-])c1
41	1.6%	i	40.9	COc1cc(SC)ccc1C(=O)N(CC(=O)Nc1ccccc1Br)Cc1ccco1
42	4.8%	i	25.5	CS(=O)(=O)OCCCCOS(C)(=O)=O
43	6.0%	i	40.4	N#CC1(NC(=O)COC(=O)c2cc(=O)[nH]c3ccccc23)CCCCC1
44	-6.6%	i	36.3	Cc1ccc(NC(=O)c2ccc(Cl)c(S(=O)(=O)N3CCCC3)c2)nc1
45	7.5%	i	35.4	COc1cccc(-c2ccc3nnc(SCC(=O)N4CCCC4)n3n2)c1
46	0.9%	i	30.1	CN(C(=O)COC(=O)c1cc(=O)[nH]c2ccccc12)c1c(N)n(Cc2ccccc2)c(=O)[nH]c1=O
47	1.1%	i	46.4	Cc1cc(OC(=O)c2c(C)cc(O)cc2O)cc(O)c1C(=O)O
48	5.7%	i	36.7	CS(=O)(=O)c1ccc(CNC(=O)C2(C(F)(F)F)C/C(=C/CCO)CCCO2)cc1 (stereo not drawn)
49	-1.4%	i	4.5	COc1ccccc1C(=O)NC(=O)COC(=O)CNC(=O)c1ccc(Cl)c([N+](=O)[O-])c1
50	0.8%	i	52.0	Cc1cc(NC(=O)C(C)SCC(=O)OCC(=O)N(C)c2ccccc2)no1 (stereo not drawn)

Rewritten with two lines to a compound: 7 of the compounds above
Values run as follows: PhoP inhibition | T cell HTS | T cell HTS vesicle-bound %
#27 CN(C(=O)COC(=O)CN1C(=O)c2ccccc2C1=O)c1c(N)n(Cc2ccccc2)c(=O)[nH]c1=O
→ 2.1% | i | 24.4
#22 O=C(COc1ccccc1)NCC(c1ccco1)N1CCN(c2ccccc2)CC1 (stereo not drawn)
→ 1.2% | i | 49.6
#39 O=C(O)c1ccc(Cl)c(S(=O)(=O)NC(Cc2c[nH]c3ccccc23)C(=O)O)c1 (stereo not drawn)
→ -8.8% | i | 42.2
#18 COc1ccc(CCNC(=O)CSC2=NS(=O)(=O)c3ccccc3N2)cc1OC
→ 0.7% | i | 49.7
#32 COc1cccc(N(CC(=O)NC2CCCCC2)C(=O)CCC(=O)Nc2nccs2)c1
→ 9.3% | i | 44.7
#30 COc1ccc(-c2ccc(NC(=O)c3ccc(Br)o3)cc2)nn1
→ 11.7% | i | 55.1
#23 O=C1CCCN1CCC(=O)N1CCCC(Nc2ccc(F)c(F)c2)C1 (stereo not drawn)
→ -7.6% | i | 10.6

(more compounds)
#	PhoP inhibition	T cell HTS	T cell HTS vesicle-bound %	smiles
51	-3.5%	i	63.2	Nc1cc(=O)[nH]c(=O)n1CCCc1ccccc1
52	-4.2%	i	21.3	CCn1c(SCC(=O)N2CCCC(C)C2)nnc1-c1ccco1 (stereo not drawn)
53	-8.1%	i	32.2	Cc1ccc(S(=O)(=O)Nc2cccc(C(=O)NCC(C)(C)N3CCOCC3)c2)cc1F
54	2.6%	i	16.8	CC(C)NC(=O)c1c(CSc2ccc(Cl)cc2)noc1C(=O)NCc1ccccc1
55	-7.2%	i	22.0	COc1ccc(C(=O)COC(=O)CNC(=O)c2ccc(Cl)cc2Cl)c(OC)c1
56	-3.8%	i	51.8	CCCCn1c(N)c(N(CCOC)C(=O)C2CC(=O)N(Cc3ccc(C)cc3)C2)c(=O)[nH]c1=O (stereo not drawn)
57	-0.2%	i	28.1	CN(C)CCCN(C(=O)c1ccc(S(=O)(=O)N2CCc3ccccc3C2)cc1)c1nc2c(F)cc(F)cc2s1
58	-0.3%	i	32.5	Cc1ccc(CS(=O)(=O)c2cn(CC(=O)Nc3ccon3)c3ccccc23)cc1
59	0.5%	i	24.0	COc1cccc(CNC(=O)Cc2ccc(S(=O)(=O)N3CCOCC3)s2)c1
60	7.1%	i	31.7	CC(=O)CCSc1nnc(-c2cccc(S(=O)(=O)N3CCOCC3)c2)o1
61	12.2%	i	52.4	O=C(O)c1cc(-c2ccc(Cl)c(Cl)c2)n(-c2ccc(F)cc2)n1
62	-1.5%	i	27.9	NC(=O)c1ccc(SCC(=O)OCC(=O)N2CCCC2=O)c([N+](=O)[O-])c1
63	-4.3%	i	28.3	O=[N+]([O-])c1ccc(NCc2ccccc2N2CCC(CO)CC2)nc1
64	-6.1%	i	12.1	N#CCc1c(C#N)c(N)nc(N2CCCC2)c1C#N
65	6.9%	i	13.8	COc1cccc(CNC(=O)CCNS(=O)(=O)c2ccc(C)cc2)c1
66	-6.2%	i	5.7	Cc1ccc2c(c1)N(CC(=O)NCCCN1CCOCC1)C(=O)C(C(C)C)O2 (stereo not drawn)
67	3.0%	i	33.0	CC(OC(=O)Cc1c(F)cccc1Cl)C(=O)NC1(C#N)CCCCC1 (stereo not drawn)
68	9.9%	i	7.4	NS(=O)(=O)c1ccc(CCNC(=O)C(=O)Nc2cc3c4c(c2)CC(=O)N4CCC3)cc1
69	0.3%	i	41.9	Cc1ccc(N(CCC#N)C(=O)COC(=O)c2ccccc2SCC(=O)N2CCCC2)cc1
70	-7.4%	i	18.8	O=C(Nc1ccc(S(=O)(=O)C(F)F)cc1)c1ccc2c(=O)n3c(nc2c1)CCC3
71	0.1%	i	34.4	COc1ccc(N2CCN(c3nc4c(C)cccn4c(=O)c3/C=C(\C#N)C(N)=O)CC2)cc1
72	-5.2%	i	17.6	COc1ccc(/C=C(\C#N)C(=O)c2cccn2C)cc1
73	-0.3%	i	45.4	CCOc1ccc(NC(=O)COc2ccc(C(=O)NC(C)c3ccc(S(N)(=O)=O)cc3)cc2OC)cc1 (stereo not drawn)
74	-4.2%	i	59.9	CN(CC(=O)Nc1cccc(F)c1)C(=O)c1cccnc1Sc1ccccc1
75	-5.5%	i	.	CCN(CC(=O)Nc1ccccc1C(F)(F)F)C(=O)CSCC(=O)Nc1cc(C)on1
76	-3.4%	i	44.1	O=C(CNc1cccc(S(=O)(=O)N2CCCCC2)c1)Nc1cccc(F)c1
77	0.7%	i	25.9	CSc1ccccc1C(=O)N(CC1CCCO1)c1c(N)n(Cc2ccccc2)c(=O)[nH]c1=O (stereo not drawn)
78	1.7%	i	19.3	CCOC(=O)C1=C(COC(=O)/C=C/c2ccc(OC)cc2OC)NC(=O)NC1C (stereo not drawn)
79	10.9%	i	54.8	CCCN(C(=O)COC(=O)Cn1c(=O)oc2ccccc21)c1c(N)n(Cc2ccccc2)c(=O)[nH]c1=O
80	-2.1%	i	52.0	CC(C)CCC1(C)NC(=O)N(CC(=O)c2ccc[nH]2)C1=O (stereo not drawn)
81	-3.3%	i	43.0	O=C(CCc1ccccc1F)N1CCN(c2ccccc2)CC1
82	10.2%	i	17.3	Cc1ccc([C@@H]2[C@@H]3C(=O)N(C)C(=O)[C@@H]3[C@]3(Cc4ccccc4)C(=O)N(Cc4ccccc4)CC(=O)N23)o1
83	1.8%	i	40.4	CC12CCC(=O)N1C(C(=O)Nc1cc(C(F)(F)F)ccc1N1CCOCC1)CS2 (stereo not drawn)
84	-6.5%	i	38.3	O=C(CN1C(=O)NC2(CCOc3ccccc32)C1=O)c1ccc(F)c(F)c1 (stereo not drawn)
85	-6.5%	i	32.6	COc1ccccc1NS(=O)(=O)c1cc(C(=O)NCC(c2ccco2)N2CCCCC2)ccc1C (stereo not drawn)
86	-2.0%	i	49.6	Cc1ccc(S(=O)(=O)Nc2c(C)nn(C)c2C)cc1C
87	-2.3%	i	30.2	Cc1cc(C)c2c(c1)C1(OCCO1)C(=O)N2
88	-12.2%	i	59.5	CC(C)=CCc1c(O)cc2c(=O)c3ccc(O)cc3oc2c1O
89	7.3%	i	35.7	CN(Cc1c(F)cccc1Cl)C(=O)c1ccc(NS(=O)(=O)c2ccc3[nH]c(=O)[nH]c3c2)cc1
90	0.9%	i	35.4	COc1ccc(Cn2c(=O)oc3ccc(C)cc32)cc1
91	-2.0%	i	26.1	COCOc1ccc(/C=C/C(=O)c2c(O)cc(OCOC)cc2OCOC)cc1
92	-4.4%	i	33.2	CCOc1ccccc1NC(=O)CSc1nnc(-c2ccncc2)o1
93	-6.2%	i	46.9	CC(=O)Nc1ccc(NC(=O)C(C)OC(=O)C(C)SCC(=O)Nc2ccc(C)cc2)cc1 (stereo not drawn)

Only part of the results is shown. The share of hits here may be higher or lower than overall.
